# Bioassay records: PubChem, several laboratories
# N-glyco inh – N-linked glycosylation inhibition | D54 ERlucT glycosylation luciferase reporter, 24 h; percent of 100 nM tunicamycin response | reporter increase, % at 12.5 µM | 360,000 tested, 0.23% active | AID 588692;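 active = mean luciferase reporter signal, scaled so untreated is 0 and the glycosylation-blocking control 100, at or above a set limit in every replicate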;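 note: luciferase carries N-glycosylation sites so blocking glycosylation raises the light; 0% = median of neutral control wells and 100% = median of 100 nM tunicamycin wells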
# NOD2 RIPK2 PPI – blocks binding of human NOD2 to RIPK2; CHO BLA complementation NOD2-RIPK2, CCF4 ratio; inhibition, % at 4.98 µM; 360,000 tested, 0.38% active; AID 624267; in the data active = inhibition above about 21%;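 note: 0% = vehicle only and 100% = reference blocker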
# ABCB6 inh MLPCN – human ABCB6 transporter inhibition; K562-ABCB6 porphyrin accumulation, flow cytometry, 1 h; active compounds read low; fluorescence ratio to DMSO, % at 10 µM; AID 602162; 360,000 tested, 0.19% active;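 active = fluorescence ratio to DMSO below 75%, the collection mean minus 3 SD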;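 note: signal is porphyrin accumulated inside mitochondria; 100% equals median channel fluorescence of DMSO control wells; lower ratio means ABCB6 inhibition with less porphyrin fluorescence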
# Cardio protect – myocardial damage modulation in H9c2 cells; H9c2 cardiomyocytes, H2O2 injury protection, ATPLite, 2 h; protection from H2O2 cell death, % at 20 µM; 360,000 tested, 0.63% active; AID 588492;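 active = compounds giving at least 50% protection of heart cells from peroxide-induced death in the single-dose screen, raw or plate-pattern-corrected value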;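 note: 0% = DMSO wells with peroxide and 100% = DMSO wells without peroxide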
# HTR2A ag – activates the mouse 5-HT2A serotonin receptor. AID 624169. CHO-K1 mHTR2A beta-arrestin complementation, luminescence; percent of 30 µM serotonin response. 360,000 tested, 0.66% active. activation, % at 7.6 µM;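 active = activation above a run cutoff, the mean activation of all tested compounds plus 3 SD, cut at about 14% in these data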;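 note: 0% = plate median of compound wells and 100% = 30 µM serotonin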
# MC4R barr agon – activates human MC4R beta-arrestin recruitment; P32245; activation, % at 8.9 µM; 360,000 tested, 0.98% active; U2OS MC4R beta-arrestin complementation, luminescence; percent of melanotan II response, DMSO zero;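 active = activation above a per-plate cutoff, the mean activation of sample wells on that plate plus 3 SD, cut at about 8% in these data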
# MC4R antag cAMP – blocks human MC4R cAMP signaling. 360,000 tested, 0.48% active. MC4R-expressing cells, MTII-stimulated cAMP, LANCE TR-FRET. inhibition, % at 6.5 µM. P32245. AID 540295;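 active = inhibition above its plate's cutoff, the mean of tested wells on that plate plus 3 SD, cut at about 29% in these data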;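 note: 0% = Melanotan II alone and 100% = Melanotan II plus saturating MCL0020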
#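 Assay system: human MC4R-expressing U2OS cells; reagent: Melanotan II stimulation of cells; dosing: 6.5 µM single dose; timing: compound 30 min, challenge 1 h, detection 1 h; signal: TR-FRET cAMP assay; replicates: one well per compound, no replicates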
# TLR9-MyD88 inh – TLR9-MyD88 interaction inhibition; CHO BLA complementation TLR9-MyD88, CCF4 FRET ratio; inhibition, % at 4.98 µM; 340,000 tested, 0.21% active; Q9NR96+Q99836; AID 504734;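 active = inhibition above the mean over all tested compounds plus 3 SD, cut at about 21% in these data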;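 note: 0% = DMSO only wells and 100% = clavulanate BLA inhibitor control wells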
# SRC2 inh – inhibits human steroid receptor coactivator 2; Q15596; HEK293 GAL4-SRC2 luciferase reporter, luminescence; inhibition, % at 9 µM; 370,000 tested, 0.17% active; AID 651957;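 active = inhibition above the mean inhibition of all tested compounds plus 3 SD, set per campaign, cut at about 52% in these data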;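 note: 0% = DMSO treated cells and 100% = cells given Gossypol at 36 µM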
# ABHD5 PLIN5 PPI – ABHD5-PLIN5 protein interaction inhibition | Split G. princeps luciferase complementation, luminescence, 4 h | Q00G26+Q8WTS1 | inhibition, % at 4 µM | 360,000 tested, 0.78% active;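 active = inhibition above the mean inhibition across every tested compound plus 3 SD, cut at about 22% in these data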;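 note: 0% = DMSO only wells and the 100% control is not disclosed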
# * marks the source's active call; other numbers are inactive results; x = not tested or not shown.
[1] CC(C)c1ccc(S(=O)(=O)N2CCN(C(=O)CN3C(=O)NC4(CCCCC4)C3=O)CC2)cc1
[2] Cc1cc(C)cc(NC(=O)N2CCCCCCC2)c1
[3] O=C(Nc1ccc(NC(=O)c2ccco2)nc1)c1cccc(F)c1
[4] CCOC(=O)C1=CCN(S(=O)(=O)c2ccc(C)cc2)C1c1ccc(C(C)C)cc1 (stereo not given)
[5] Cc1ccc(NC(=O)CCC(=O)OCC(=O)c2ccc(-c3ccccc3)cc2)cc1
[6] O=c1c2c(nc3nc(Cc4ccccc4)[nH]n13)CCC2
[7] COc1ccc(-c2ccc3c(c2)O[C@@H](CN(C)C(=O)c2ccccc2F)[C@@H](C)CN([C@@H](C)CO)S3(=O)=O)cc1
[8] Cc1ccc(Nc2nc(N)nc(CSc3nc(C)cc(C)n3)n2)cc1

assay / entry,1,2,3,4,5,6,7,8
N-glyco inh,1,-2,-7,0,1,1,3,2
NOD2 RIPK2 PPI,-17,-2,-7,-3,-7,-6,-11,-2
ABCB6 inh MLPCN,101,100,102,98,94,95,76,94
Cardio protect,-1,4,-5,-6,-2,11,10,7
HTR2A ag,1,-2,-5,-2,-7,6,-6,-4
MC4R barr agon,2.3,-0.8,-1.3,x,0.0,3.0,-0.7,-0.5
MC4R antag cAMP,2,0,5,x,12,-5,-3,7
TLR9-MyD88 inh,-3,3,-3,x,0,-4,-2,-13
SRC2 inh,3,-14,-53,-6,-13,10,-21,-5
ABHD5 PLIN5 PPI,4,-7,3,-14,6,6,-2,1

[9] NC(=O)C1CCCN(C(=O)c2ccc(Cl)c(S(=O)(=O)N3CCc4ccccc43)c2)C1 (stereo not given)
[10] CC(=O)Nc1ccc(C(=O)OCC(=O)N2CCC(Cc3ccccc3)CC2)cc1
[11] CCN1C(=O)[C@H]2[C@@H](c3ccc(Cl)cc3)N3C(=O)CN(CCOC)C(=O)[C@@]3(Cc3ccccc3)[C@H]2C1=O
[12] Cc1cccc(C)c1NC(=O)CN(C)C(=O)CN1C(=O)NC(C)(C)C1=O
[13] CCN(CC)S(=O)(=O)c1ccc(C(=O)Nc2nnc(CSC)o2)cc1
[14] COc1ccc(Cl)cc1NS(=O)(=O)c1c(C)[nH]c(C)c1C(=O)N1CCCCC1
[15] CC(=NNS(=O)(=O)c1ccc(C)cc1)c1ccccc1
[16] COc1cc(/C=C2\C(=N)N3N=C(C)SC3=NC2=O)cc(Cl)c1OCCOc1ccc(NC(C)=O)cc1

assay / entry,9,10,11,12,13,14,15,16
N-glyco inh,1,-2,0,7,4,0,4,2
NOD2 RIPK2 PPI,-9,9,-5,-3,-6,-10,-1,2
ABCB6 inh MLPCN,98,95,100,95,100,98,91,96
Cardio protect,-12,-4,12,12,0,-1,-1,-6
HTR2A ag,2,-5,-2,-2,5,3,7,3
MC4R barr agon,1.4,-0.3,-1.0,-1.8,0.2,-1.7,-0.5,0.2
MC4R antag cAMP,5,7,8,5,1,-1,9,30*
TLR9-MyD88 inh,11,3,-3,-1,-2,-6,-9,5
SRC2 inh,8,-6,-6,9,2,6,-23,8
ABHD5 PLIN5 PPI,1,-8,-4,-5,0,2,3,-1

[17] COc1ccc(OC/C(O)=C(\C#N)c2nc3ccccc3[nH]2)cc1
[18] Cc1cn(C(=O)c2cccc(Br)c2)c(C)n1
[19] COc1ccc(-n2nnc3c(SCC(=O)c4ccccc4)ncnc32)cc1
[20] O=C(CSc1nc2ccsc2c(=O)n1-c1ccccc1)N1CCCC1
[21] COc1ccc(-c2cc(C(=O)Nc3cccc(C(C)=O)c3)no2)cc1
[22] COc1cccc(-n2c(SCC(=O)Nc3cc(C)on3)nc3ccccc3c2=O)c1
[23] CC(C)Sc1nnc(-c2c[nH]c3ccccc23)n1C
[24] COc1cccc(-c2csc(NC(=O)Nc3ccccc3)n2)c1

assay / entry,17,18,19,20,21,22,23,24
N-glyco inh,0,0,1,2,-1,0,1,-4
NOD2 RIPK2 PPI,-13,2,5,-5,-5,-3,5,-9
ABCB6 inh MLPCN,105,97,108,88,102,103,105,84
Cardio protect,-3,-8,-11,8,7,2,-16,-21
HTR2A ag,5,11,5,-2,5,-1,-2,6
MC4R barr agon,-0.1,-0.3,0.7,-0.8,0.3,-1.6,1.9,2.3
MC4R antag cAMP,8,4,10,8,12,3,13,0
TLR9-MyD88 inh,-5,11,4,3,5,2,4,7
SRC2 inh,6,-9,-12,6,0,-10,-58,-7
ABHD5 PLIN5 PPI,5,-1,-1,3,-2,-4,0,6

[25] CCC(Sc1nc2ccsc2c(=O)n1-c1ccc(Cl)c(C)c1)C(=O)NCc1ccco1 (stereo not given)
[26] CCc1ccc(CNC(=O)C(=O)NCC2CCCO2)cc1 (stereo not given)
[27] COc1ccc(C)cc1S(=O)(=O)n1ccnc1C
[28] O=C(Nc1ccccc1C(=O)OCc1nnc(-c2ccccc2)o1)c1ccco1
[29] CCOc1ccc(N(CC(=O)Nc2ccccc2Cl)S(C)(=O)=O)cc1
[30] CC1(C)Cc2c(sc3ncn4nc(-c5ccco5)nc4c23)CO1
[31] COCCCN(C(=S)Nc1cc(Cl)cc(Cl)c1)C(C)c1ccncc1 (stereo not given)
[32] O=C(NCc1ccncc1)C(=O)NCC(c1ccco1)N1CCN(c2ccccc2)CC1 (stereo not given)

assay / entry,25,26,27,28,29,30,31,32
N-glyco inh,5,3,3,2,12,2,0,1
NOD2 RIPK2 PPI,1,-6,0,0,6,-2,-1,-3
ABCB6 inh MLPCN,98,100,98,98,115,96,97,97
Cardio protect,-2,-2,2,5,0,15,0,3
HTR2A ag,-6,-5,4,2,-4,1,0,-4
MC4R barr agon,-2.0,-2.1,-2.6,-1.2,0.4,-2.4,2.1,-0.6
MC4R antag cAMP,8,4,1,-2,-2,8,13,10
TLR9-MyD88 inh,0,-6,4,0,0,-5,6,-3
SRC2 inh,14,-12,26,-24,4,6,-11,-4
ABHD5 PLIN5 PPI,-2,0,4,0,-11,2,-11,-3

[33] Cc1cc(-c2ccc(F)cc2)n2ncc(-c3ccccc3)c2n1
[34] O=C1CSc2ccc(C(=O)O)cc2N1
[35] CCOC(=O)N1CCN(C(=O)CCc2ccc(S(=O)(=O)NC(C)(C)C)cc2)CC1
[36] CC1CCCN(CCCNS(=O)(=O)c2ccc3c(c2)CCN3C(=O)C2CC2)C1 (stereo not given)
[37] O=C(c1ccccc1)c1cc(F)c(N2CCOCC2)cc1Cl
[38] COc1ccc(/C=C/C2=NNC(=O)CC2)cc1
[39] CSCC[C@H](NC(=O)CC(C)(C)C)c1nc2ccccc2[nH]1
[40] CC(=O)c1ccc(S(=O)(=O)N2CCN(c3ccccc3F)CC2)cc1

assay / entry,33,34,35,36,37,38,39,40
N-glyco inh,-17,1,1,1,-1,-3,2,1
NOD2 RIPK2 PPI,4,-1,-6,-6,5,-2,2,8
ABCB6 inh MLPCN,100,93,96,99,105,127,95,96
Cardio protect,-23,-6,4,-4,-12,-7,3,-11
HTR2A ag,-3,2,-2,3,-2,0,6,2
MC4R barr agon,3.5,-2.0,-1.6,-2.3,-0.9,-1.3,1.1,-1.4
MC4R antag cAMP,-4,-2,2,-1,11,3,3,4
TLR9-MyD88 inh,x,-11,-9,-1,3,-1,5,-2
SRC2 inh,3,-15,14,-16,9,-34,-6,6
ABHD5 PLIN5 PPI,3,-3,-2,-3,-4,-4,8,-2

# Six entries drawn at random from those above, as already listed:
[36] CC1CCCN(CCCNS(=O)(=O)c2ccc3c(c2)CCN3C(=O)C2CC2)C1 (stereo not given)
[40] CC(=O)c1ccc(S(=O)(=O)N2CCN(c3ccccc3F)CC2)cc1
[38] COc1ccc(/C=C/C2=NNC(=O)CC2)cc1
[33] Cc1cc(-c2ccc(F)cc2)n2ncc(-c3ccccc3)c2n1
[34] O=C1CSc2ccc(C(=O)O)cc2N1
[39] CSCC[C@H](NC(=O)CC(C)(C)C)c1nc2ccccc2[nH]1

assay / entry,36,40,38,33,34,39
N-glyco inh,1,1,-3,-17,1,2
NOD2 RIPK2 PPI,-6,8,-2,4,-1,2
ABCB6 inh MLPCN,99,96,127,100,93,95
Cardio protect,-4,-11,-7,-23,-6,3
HTR2A ag,3,2,0,-3,2,6
MC4R barr agon,-2.3,-1.4,-1.3,3.5,-2.0,1.1
MC4R antag cAMP,-1,4,3,-4,-2,3
TLR9-MyD88 inh,-1,-2,-1,x,-11,5
SRC2 inh,-16,6,-34,3,-15,-6
ABHD5 PLIN5 PPI,-3,-2,-4,3,-3,8

# Carrying on:
[41] O=C(C1=NN[C@@H]2C(=O)N(c3cccc(C(F)(F)F)c3)C(=O)[C@H]12)c1cnccn1
[42] CC1CN(CCC(=O)Nc2ccc3c(c2)CCC3)CC(C)O1 (stereo not given)
[43] CCOC(=O)c1sc(N)c(C#N)c1CSc1nc2ccc(C)cc2[nH]1
[44] COc1ccc(OC)c(-n2nnnc2SCC(=O)Nc2ccccc2N2CCOCC2)c1
[45] COc1ccc(C/C(N)=N/n2cnnc2)cc1
[46] COc1ccc(-c2nc3c(c(SCC(=O)Nc4cccc(O)c4)n2)Cc2c(CO)cnc(C)c2O3)cc1
[47] CCOC(=O)CN1CCC(c2cc(-c3ccc(Cl)cc3)n[nH]2)CC1
[48] Cn1c(=O)c2c(ncn2CC(=O)N/N=C/C(Cl)=C/c2ccccc2)n(C)c1=O

assay / entry,41,42,43,44,45,46,47,48
N-glyco inh,2,1,-2,0,0,5,-5,0
NOD2 RIPK2 PPI,-5,3,-8,1,-6,-9,-4,3
ABCB6 inh MLPCN,108,103,98,96,96,95,94,102
Cardio protect,-4,-1,6,3,-3,66*,-7,4
HTR2A ag,-4,5,1,-2,-2,4,-13,-1
MC4R barr agon,0.9,0.4,0.0,3.1,0.5,0.8,2.4,-0.8
MC4R antag cAMP,16,4,6,5,-1,0,21,-5
TLR9-MyD88 inh,-13,2,-11,-5,-2,8,-5,0
SRC2 inh,13,-2,0,-12,-17,-5,4,-17
ABHD5 PLIN5 PPI,-4,0,-10,3,3,33*,7,1

[49] Cc1ccc(NC(=O)COC(=O)C2CC2)c(Br)c1
[50] COc1ccc(-c2coc3c(C(=O)NCc4ccccc4)cccc23)c(C)c1
[51] C=CCn1c(=S)[nH]c2ccccc2c1=O
[52] CCOc1ccc(N2C(=O)CC(C(C)c3ccccc3)C2=O)cc1 (stereo not given)

assay / entry,49,50,51,52
N-glyco inh,1,-6,4,1
NOD2 RIPK2 PPI,-5,-4,-4,-5
ABCB6 inh MLPCN,99,90,93,99
Cardio protect,-7,-7,7,5
HTR2A ag,-4,-11,-3,2
MC4R barr agon,-1.1,0.9,-1.9,1.6
MC4R antag cAMP,0,11,-7,10
TLR9-MyD88 inh,-14,x,-2,2
SRC2 inh,-1,11,-4,10
ABHD5 PLIN5 PPI,-1,-4,1,-4

# An excerpt, so the mix of outcomes need not match the whole.
